Lipid storage S3: qHTS Assay for Lipid Storage Modulators in Drosophila S3 Cells. Drosophila S3 cells, BODIPY lipid droplet fluorescence, 18-24 h; cells fed with added oleic acid. lipid storage change, negative = inhibition, % at the top dose, mostly 46.1 µM; hits show Potency in µM. 320,000 compounds, 0.64% hits; active = well fitted inhibition curve with a large enough effect in the signal ratio, with a control signal flat, not every such curve was filed as active; inconclusive = small, poorly fitted or top-dose-only effect, or effect the other way, or a change in a side signal; the % refers to the signal ratio
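Laser-scanning cytometry quantifies lipid droplet accumulation (500–530 nm total intensity; droplet/cell object ratio) in oleic acid-fed (400 uM added) Drosophila S3 cells treated with a concentration series. 20 uM Triacsin C defined 100% inhibition.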
Lipid storage S3 cell count max: recorded beside Lipid storage S3, whose call it bears; cell number change, %; measured here: cell count max response;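 cells counted by Cell Tracker Red CMTPX staining in the red channel; peak over a dose series mostly up to 46.1 µM; percent activity relative to internal control wells on each plate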
* = called active by the depositor; i = inactive; ? = inconclusive; · = no result given; [ ] = dose if it differs, or a comment. % is scaled to controls: 0 for no effect and ±100 for the full control effect; potency is read from the fitted curve at half-maximal effect. These rows are one share of the data, so the mix of outcomes need not match the whole.

Preview (6 entries):
Every second line gives: Lipid storage S3, Lipid storage S3 cell count max
- Cc1cccc(C)c1OCC(=O)OCC(=O)Nc1ccc(Cl)cn1
 : -24%, -10
- O=C(CN(c1ccc2c(c1)OCCO2)S(=O)(=O)c1ccccc1)NCC1CCCO1 (stereo not given)
 : i, 14
- CN(CC1CCCN(CCc2ccccc2F)C1)C(=O)c1ccoc1 (stereo not given)
 : 24%, 23
- CCN(C(=O)/C=C/c1ccccc1)C1CCCCC1
 : -21%, -15
- O=C(Nc1ccc(Cc2ccncc2)cc1)c1cccc([N+](=O)[O-])c1
 : 1%, 8
- Cc1ccc(S(=O)(=O)CC(=O)c2ccc(C(C)(C)C)cc2)cc1
 : 18%, 14

The list itself (from the top)
Every second line gives: Lipid storage S3, Lipid storage S3 cell count max
- Cc1cccc(C)c1OCC(=O)OCC(=O)Nc1ccc(Cl)cn1
 : -24%, -10
- O=C(CN(c1ccc2c(c1)OCCO2)S(=O)(=O)c1ccccc1)NCC1CCCO1 (stereo not given)
 : i, 14
- CN(CC1CCCN(CCc2ccccc2F)C1)C(=O)c1ccoc1 (stereo not given)
 : 24%, 23
- CCN(C(=O)/C=C/c1ccccc1)C1CCCCC1
 : -21%, -15
- O=C(Nc1ccc(Cc2ccncc2)cc1)c1cccc([N+](=O)[O-])c1
 : 1%, 8
- Cc1ccc(S(=O)(=O)CC(=O)c2ccc(C(C)(C)C)cc2)cc1
 : 18%, 14
- Cc1cccc(COc2ccccc2C(=O)N(C)CC(=O)Nc2cccc(F)c2)c1
 : ?, ·
- COc1ccccc1OCCNc1ccc(S(=O)(=O)N2CCCC2)cn1
 : ?, ·
- COc1cc(Br)cc2cc(C(=O)N3CCCCC3C)c(=O)oc12 (stereo not given)
 : ?, ·
- COc1ccccc1N1CCN(C(=O)c2cccc(C(=O)N3CCN(c4ccccc4OC)CC3)c2)CC1
 : ?, ·
- Nc1cccc(-c2nc3ccccc3[nH]2)c1
 : 7%, -7
- O=C(Cc1cccs1)Nc1ccccc1-c1nc2ccccc2[nH]1
 : ?, ·
- Cc1ccc(NC(=O)CCC(=O)OCC(=O)c2ccc(-c3ccccc3)cc2)cc1
 : -1%, 0
- COc1ccc(-c2csc(Nc3cc(C)ccn3)n2)cc1C
 : -25%, -18
- COC(=O)c1ccc(Cn2cnc3c(cnn3-c3ccc(C)c(C)c3)c2=O)o1
 : 12%, 0
- NC(=O)c1c(NC(=O)c2ccc([N+](=O)[O-])o2)sc2c1CCCC2
 : ?, ·
- O=C(CSc1nc2ncccc2[nH]1)NC1CCCCC1
 : ?, ·
- CCc1ccccc1N(CC(=O)NC(C)C)C(=O)CCC(=O)Nc1nccs1
 : i, 1
- Cc1cc(C)c(S(=O)(=O)N2CCN(C(=O)C3CCCO3)CC2)c(C)c1 (stereo not given)
 : ?, ·
- Cc1ccc(Cn2ccnc2SCC(=O)NC2CCCC2)cc1
 : i, -5
- Cc1cccc(N2CCN(C(=O)/C=C/c3cccs3)CC2C)c1 (stereo not given)
 : ?, ·
- O=C(/C=C/c1cccs1)Nc1ccc(N2CCOCC2)c(S(=O)(=O)Nc2ccccc2Cl)c1
 : ?, ·
- CC(=O)SC(C[N+](=O)[O-])c1cn(C(C)=O)c2ccccc12 (stereo not given)
 : ?, ·
- Clc1ncccc1-c1nnn(-c2ccccc2)n1
 : -1%, 7
- CCC(=O)Nc1ccc2c(c1)nc1n2CCN(CCOC)C1
 : -5%, 3
- COc1ccc(-c2noc(CCCC(=O)O)n2)cc1
 : i, ·
- CC(=O)Nc1sc2c(c1CN1CCN(C)CC1)CCCC2
 : 4%, 2
- COc1ccc2c(CC(=O)NCC3CCC(C(=O)O)CC3)cc(=O)oc2c1 (stereo not given)
 : 0%, 3
- COc1ccccc1C(C)NC(=O)CN(C)CC(=O)Nc1c(C)cccc1C (stereo not given)
 : ?, ·
- O=c1[nH]c(NCCO)nc2c1C1(CCCCC1)Cc1ccccc1-2
 : ?, ·
- COc1ccc(-c2cc(C(=O)N3CCCC(C(F)(F)F)C3)c3ccccc3n2)cc1 (stereo not given)
 : 26%, 20
- Cc1nc(-c2cccs2)sc1C(=O)NN
 : ?, ·
- COc1ccc(-c2nc3c(n2O)CCc2c-3no[n+]2[O-])cc1
 : ?, ·
- c1ccc(-c2nnc3n2N=C(c2ccc4c(c2)OCO4)CS3)nc1
 : ?, ·
- CN(C)S(=O)(=O)c1cccc(NC(=S)N/N=C/c2cccc(O)c2)c1
 : -9%, 20
- COCCn1c(SCC(=O)Nc2cc(C)nn2-c2ccccc2)nnc1-c1ccncc1
 : 22%, 8
- Cc1ccc2cc(CN(Cc3cccs3)Cc3nnnn3CC3CCCO3)c(=O)[nH]c2c1C (stereo not given)
 : ?, ·
- COc1cccc(C(=O)COc2ccccc2N2C(=O)C3C4C=CC(C4)C3C2=O)c1 (stereo not given)
 : ?, ·
- COc1ccc(Nc2nccc(OC)c2C#N)cc1
 : ?, ·
- Cc1ccc(S(=O)(=O)N2CCN(C(=O)CSc3ccc(Cl)cc3)CC2)cc1
 : -23%, -6
- O=C(CCc1nnc(-c2ccccc2)o1)NCC1CCN(C2CCCC2)CC1
 : -21%, -19
- O=C(O)c1cccc(S(=O)(=O)Nc2cc(Cl)ccc2Cl)c1
 : ?, ·
- COc1ccc2cc(C(=O)C3CCCN(Cc4ccccn4)C3)ccc2c1 (stereo not given)
 : ?, ·
- O=C(O)c1ccccc1C(=O)Nn1cnnc1
 : -11%, 9
- Cn1cnnc1SCC(=O)NN(c1ccccc1)c1ccccc1
 : 29%, 3
- S=c1[nH]nc(COc2ccccc2)n1/N=C/c1ccc(Cl)cc1Cl
 : ?, ·
- O=C(O)c1cccc(Oc2cccc(Cl)n2)c1
 : 0%, 20
- Cc1ccc(CN(C)C2CCN(C)CC2)cc1
 : i, 43
- N/C(=N\c1nc(CSc2ccc(Cl)cc2)cc(=O)[nH]1)Nc1ccccc1C(F)(F)F
 : -9%, -17
- O=[N+]([O-])c1ccccc1OCCN1CCOCC1
 : 5%, 1
- CCCCN(C(=O)c1cc(-c2ccc(F)cc2)nc2ccccc12)c1c(N)n(CCCC)c(=O)[nH]c1=O
 : ?, ·
- O=C(CSCC(=O)OCC(=O)c1ccc(Br)cc1)Nc1ccc(Br)cc1
 : -7%, -7
- NC(=O)CSc1nnc(-c2ccc(S(=O)(=O)N3CCOCC3)cc2)n1Cc1ccccc1
 : i, 1
- CCc1nc(SCC(=O)Nc2nnc(CC)s2)c2c(C)c(C)sc2n1
 : 6%, 6
- CCCCN(C(=O)c1ccc(Cl)cc1)C1CC2CCC(C1)N2C (stereo not given)
 : 15%, 15
- CN(C1CCCCC1)S(=O)(=O)c1cccc2nsnc12
 : 3%, -6
- CCN1CCN(c2ccc(S(=O)(=O)N3CCOCC3)cc2NC(=O)CCC(C)C)CC1
 : i, -7
- O/C(=C\Sc1nnc(Cc2ccccc2)o1)c1ccc(Br)cc1
 : ?, ·
- Cc1ccc(-c2nc(C=Nc3cccc(C)c3)c(O)o2)cc1
 : 11%, -14
- COc1ccc(C2=NN(C(=O)CSc3nc(=O)n4ccc(C)cc4n3)C(c3ccc(C)cc3)C2)cc1 (stereo not given)
 : ?, ·

As a working copy, part of the list above:
Every second line gives: Lipid storage S3, Lipid storage S3 cell count max
- O=C(CCc1nnc(-c2ccccc2)o1)NCC1CCN(C2CCCC2)CC1
 : -21%, -19
- O=C(O)c1cccc(S(=O)(=O)Nc2cc(Cl)ccc2Cl)c1
 : ?, ·

The listing continues:
Every second line gives: Lipid storage S3, Lipid storage S3 cell count max
- O=C(COc1ccc2c3c(c(=O)oc2c1)CCCC3)NCC(O)c1ccccc1 (stereo not given)
 : ?, ·
- Cc1nc2c(C)cccn2c(=O)c1NC(=O)c1ccc(Br)o1
 : i, -8
- COc1cc(CNCCO)ccc1OCCc1ccccc1
 : i, -14
- CCC/C(O)=C1\C(=O)CCCC1=NC(C)C(=O)O (stereo not given)
 : ?, ·
- NC(=O)CC(c1ccccc1)c1ccco1 (stereo not given)
 : -11%, -14
- O=C(Cn1c(=O)n(Cc2ccccc2)c(=O)c2cc(Cl)ccc21)NCC1CCCO1 (stereo not given)
 : ?, ·
- N#C/C(=N\Nc1ccccc1[N+](=O)[O-])C(=N)N1CCCCC1
 : ?, ·
- Cc1cc(S(=O)(=O)N2CCCCC2CCNC(=O)C(=O)NC2CC2)ccc1F (stereo not given)
 : 1%, -16
- CN(Cc1ccc(F)cc1)Cc1nc(CCc2ccccc2)no1
 : ?, ·
- O=C(NCCOC(=O)c1c(F)cccc1Cl)c1c(F)cccc1Cl
 : -6%, 0
- Cc1cc(C)c2nc(N(CCN(C)C)C(=O)c3ccc(S(=O)(=O)N(C)CC4CCCO4)cc3)sc2c1 (stereo not given)
 : ?, ·
- COC(=O)CCC(=O)Nc1ccc(NC(C)=O)cc1
 : -8%, -3
- O=C(NCc1ccco1)C1CCC(CNS(=O)(=O)c2cccc3cccnc23)CC1 (stereo not given)
 : ?, ·
- CN(C(=O)c1ccccc1C(=O)OCC(=O)NC(=O)NC(C)(C)C)C1CCCCC1
 : ?, ·
- CCn1c(C)nc2cc(C(=O)N/N=C/c3ccc(OC)cc3)ccc21
 : 17%, 35
- C=CCC1NS(=O)(=O)OC2CCCC12 (stereo not given)
 : ?, ·
- COc1ccccc1/C=N/NC(=S)Nc1cccnc1
 : ?, ·
- COc1ccc(NC(=O)CC(C)CC(=O)NCc2ccc(F)cc2)c(OC)c1 (stereo not given)
 : ?, ·
- COc1ccc2[nH]c(=O)c(CN(C(C)=O)C3CCCCC3)cc2c1
 : ?, ·
- CCCCC1=CC2=C(c3ccco3)C(=O)C(C)(OC(=O)c3ccc(OC)cc3)C(=O)C2=CN1c1ccc(OC)cc1 (stereo not given)
 : ?, ·
- CC(=O)N1CCc2cc(C(=O)CN3CCN(C(=O)c4ccco4)CC3)ccc21
 : ?, ·
- COCCCNc1oc(-c2ccccc2F)nc1C#N
 : 2%, 8
- Cc1cccc(NC(=O)Cn2c(=O)oc3ccccc32)n1
 : -1%, 3
- C/C(=N\NC(=O)c1ccco1)c1cc(Cl)sc1Cl
 : ?, ·
- O=C(NC(=S)Nc1ccccc1N1CCCCC1)c1ccccc1
 : 21%[9.22 µM], 16
- Cc1c([N+](=O)[O-])cc(S(=O)(=O)Nc2ccncc2)cc1[N+](=O)[O-]
 : ?, ·
- COc1ccc(/C=N/n2c(N)c(S(=O)(=O)c3cccs3)c3nc4ccccc4nc32)cc1OC
 : ?, ·
- O=C(O)c1nn(-c2ccccc2)nc1-c1nn(-c2ccccc2)nc1C(=O)O
 : ?, ·
- O=C(Nc1ccccc1C(=O)Nc1nnc(C(F)(F)F)s1)c1ccccc1Cl
 : ?, ·
- COc1ccc(C(=O)NN2C(=S)N(c3ccc(OC)cc3)C(=O)C2CC(N)=O)cc1 (stereo not given)
 : ?, ·
- CCOC(=O)NC(CC(=O)O)c1ccc(OCC)cc1 (stereo not given)
 : 13%, 0
- COc1ccc(-c2oc3cccnc3c2C#CC2(O)CCCCC2)cc1
 : ?, ·
- CC1(C)CC(=O)c2sc(NS(C)(=O)=O)nc2C1
 : ?, ·
- CN(CC(=O)Nc1ccc2c(c1)OCO2)S(=O)(=O)c1ccc2c(c1)CCC(=O)N2
 : ?, ·
- O=C(c1ccccc1)c1ccc(N2CCNCC2)cc1
 : i, 0
- CC1(C)CC(=O)C(C(c2cccc([N+](=O)[O-])c2)C2C(=O)CC(C)(C)CC2=O)C(=O)C1
 : -4%, ·
- COc1ccc(NC(=O)CSCC(=O)Nc2nnc(CC(C)C)s2)cc1
 : ?, ·
- N#Cc1ccc(S(=O)(=O)NC2CC2)cc1
 : ?, ·
- Cc1ccc(S(=O)(=O)n2cnc3cc([N+](=O)[O-])ccc32)c(C)c1
 : ?, ·
- COc1ccc(-n2ccn(CC(=O)Nc3ccccc3OC)c(=O)c2=O)cc1
 : ?, ·
- CC(=O)c1cccc(S(=O)(=O)N(C)C2CCN(C)CC2)c1
 : ?, ·
- CN1CCN(c2nc3c(c(=O)n(C)c(=O)n3C)n2Cc2ccccc2)CC1
 : ?, ·
- Cc1cc(N)nc(C)c1C#N
 : ?, ·
- CCC(Sc1nnc(-c2ccc(C)c(Cl)c2)n1CC)C(=O)Nc1nccs1 (stereo not given)
 : -9%, -21
- Cc1ccc(NC(=O)C2CCC(CNC(=O)[C@@H]3Cc4ccccc4CN3)CC2)cc1 (stereo not given in full)
 : ?, ·
- CCN1C(=O)C2(C(C(=O)c3cc4ccccc4o3)=C(O)C(=O)N2CCCN2CCOCC2)c2ccccc21 (stereo not given)
 : ?, ·
- COc1ccc(Cl)cc1NC(=O)CCc1ccccc1
 : ?, ·
- CC(=O)c1ccc(NC(=O)c2cccc(N3C(=O)c4ccccc4C3=O)c2)cc1
 : ?, ·
- CSc1nc(O)c(C(c2ccc(C)cc2)c2c(O)nc(SC)[nH]c2=O)c(=O)[nH]1
 : ?, ·
- CCOc1ccc(C2=Nn3c(nnc3-c3ccc(OC)cc3)SC2)cc1
 : ?, ·
- COc1ccc(CCN=C2SCC(=O)N2C)cc1OC
 : ?, ·
- COC(=O)CC1=C(C(=O)OC)C(c2ccc3c(c2)OCO3)C(C#N)=C(N)O1 (stereo not given)
 : 10%, 9
- COc1cccc(Cn2c(OCC3CCCO3)nc3c2c(=O)n(C)c(=O)n3C)c1 (stereo not given)
 : ?, ·
- CCOC(=O)c1cccc(NC(=O)CN2C(=O)C3C4C=CC(C4)C3C2=O)c1 (stereo not given)
 : i, ·
- CCSc1nnc2c(Cl)cc(Cl)cn12
 : ?, ·
- NCCCC(=O)O
 : ?, ·
- Cc1ccc(OCCOC(=O)Cn2nc(C)c([N+](=O)[O-])c2C)cc1
 : i, ·

In another format: 2 of the compounds above
Lipid storage S3	Lipid storage S3 cell count max	compound
?	·	CCSc1nnc2c(Cl)cc(Cl)cn12
?	·	CC(=O)c1cccc(S(=O)(=O)N(C)C2CCN(C)CC2)c1

Compound activity from PubChem.
